EPAC2 ag: agonists of human EPAC2 (RAPGEF4); Q8WZA2; EPAC2 activation, biochemical qHTS; response scale: 100% = 6.5 mM cAMP response; Potency, µM (titrated, usually from 154 µM), without a hit: at the top dose activation, usual class: activators; 0.079% of 360,000 active; note: potency is the fitted concentration of half-maximal effect; nearly all actives have a fitted effect of over 50% in size
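Each well held 100 nM EPAC2, 250 nM RAP1B-BODIPY-GDP and 50 uM GDP. Fluorescence, read at 5-min intervals to 30 min, was referenced to a 6.5 mM cAMP positive control.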
PTHR1 ag: activates the human parathyroid hormone receptor PTHR1; Q03431; HEK293 GP2 PTHR1 cells, GloSensor cAMP luminescence, 1 h; Potency, µM (titrated, usually from 115 µM), for the others: at the highest dose activation, actives largely listed as activators; 0.075% of 410,000 active; AID 743266; note: potency is the fitted concentration of half-maximal effect; nearly all actives have a fitted effect of over 55% in size; some results filed as inactive show a strong effect at the top dose; inactives centre near -15; many of its hits are not listed in these tables
Target sequence (Q03431 whole entry, looked up): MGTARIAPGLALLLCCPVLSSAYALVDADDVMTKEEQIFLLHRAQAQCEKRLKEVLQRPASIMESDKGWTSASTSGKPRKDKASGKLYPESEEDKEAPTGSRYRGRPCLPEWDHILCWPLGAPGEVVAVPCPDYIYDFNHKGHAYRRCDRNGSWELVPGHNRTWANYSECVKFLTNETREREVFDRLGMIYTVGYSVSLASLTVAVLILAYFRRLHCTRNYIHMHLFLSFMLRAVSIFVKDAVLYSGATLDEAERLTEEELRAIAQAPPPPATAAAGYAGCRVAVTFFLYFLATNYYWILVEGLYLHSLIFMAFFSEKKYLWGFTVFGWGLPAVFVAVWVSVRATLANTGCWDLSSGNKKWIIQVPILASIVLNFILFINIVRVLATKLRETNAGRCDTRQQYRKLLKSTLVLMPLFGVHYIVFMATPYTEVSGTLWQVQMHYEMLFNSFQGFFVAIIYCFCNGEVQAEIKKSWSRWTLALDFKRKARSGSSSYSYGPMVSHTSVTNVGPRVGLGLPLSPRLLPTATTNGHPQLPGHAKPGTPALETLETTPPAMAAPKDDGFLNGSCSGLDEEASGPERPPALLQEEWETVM
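HEK-293-derived GP2 cells expressing PTHR1 and a GloSensor cAMP reporter, 3,000/well, plated overnight, given luciferin plus IBMX (each 0.5 mM as added) for 1 h at 37 °C, then compound for 1 h at 37 °C. Luminescence was read after 15 min at room temperature.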
pAkt inh: inhibitors of Akt phosphorylation; activity change, % for hits at 50 µM; 0.32% of 360,000 active; Neuro2A IGF-stimulated pAkt S473 HTRF, 20 min; active compounds read low; in the data active = activity change below about -80%; inconclusive = mostly about -51% to -80%; note: % is set by controls: 0 for no effect and ±100 for the full control effect
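Neuro2A cells (4,500/well, DMEM with 0.5% FBS) were treated with compound at a single 50 µM final concentration, stimulated with 6 nM IGF for 20 min at 37 °C, and lysed. Phospho-Akt Ser473 was read by HTRF as 665/615 ratio ×10^4.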
Mm-Cpn inhibitor: inhibitors of Methanococcus maripaludis chaperonin (MmCpn). purified Mm-Cpn ATPase, ADP Transcreener TR-FRET. Potency, µM (highest dose often 76.9 µM), for the others: at the top dose activity, negative = inhibition, hits mostly inhibitors. 0.031% of 330,000 active; note: potency is the fitted concentration of half-maximal effect; % is set by controls: 0 for no effect and ±100 for the full control effect; nearly all actives have a fitted effect of over 80% in size
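ATP (10 uM final) was added to archaeal chaperonin (25 nM final) after 10 min exposure to test compound at 37°C; after 30 min further incubation, ADP was detected by competitive TR-FRET.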
CCT chaperon mod: changes cytosolic chaperonin activity; purified chaperonin ATPase assay, HTRF ADP detection, 30 min; activity change, % (no concentration beside the values), hits read low; 0.3% of 360,000 active; in the data active = activity change below about -30%; note: % is set by controls: 0 for no effect and ±100 for the full control effect
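TRiC (40 or 20 nM final, by batch activity) in 30 mM Tris pH 7.4, 100 mM KCl, 5 mM MgCl2, 1 mM DTT was treated with compound at 76 uM single dose, then 10 uM ATP, 30 min at 37 °C. ADP was read by HTRF Transcreener.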
EPAC2 antagonist: antagonists of human EPAC2 | Q8WZA2 | EPAC2 GEF exchange of Rap1B-BODIPY-GDP, fluorescence | Potency, µM (top dose mostly 114 µM), without a hit: top-dose activity, negative = inhibition, actives largely listed as inhibitors | 0.18% of 360,000 active; note: potency is the fitted concentration of half-maximal effect; % is set by controls: 0 for no effect and ±100 for the full control effect; nearly all actives have a fitted effect of over 45% in size; many of its hits are not listed in these tables
DRD3 agonist: D3 dopamine receptor (human) agonism; P35462; D3R DiscoveRx beta-arrestin cells, luminescence, 90 min; max activation, %; 0.58% of 410,000 active; in the data active = max activation above about 30%; note: 0% is about no effect; mostly tested at two doses, the higher about 12 µM
Target sequence (P35462 whole entry, looked up): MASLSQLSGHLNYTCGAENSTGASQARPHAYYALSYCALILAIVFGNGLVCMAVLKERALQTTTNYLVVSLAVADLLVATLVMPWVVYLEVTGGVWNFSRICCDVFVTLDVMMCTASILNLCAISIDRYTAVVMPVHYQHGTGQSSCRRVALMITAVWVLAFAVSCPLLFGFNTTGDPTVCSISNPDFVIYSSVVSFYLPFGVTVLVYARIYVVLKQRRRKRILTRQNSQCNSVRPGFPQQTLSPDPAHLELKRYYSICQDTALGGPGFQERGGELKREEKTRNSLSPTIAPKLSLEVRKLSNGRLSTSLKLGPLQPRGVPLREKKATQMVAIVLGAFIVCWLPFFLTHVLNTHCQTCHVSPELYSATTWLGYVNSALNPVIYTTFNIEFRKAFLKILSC
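Cells at 1500/well, incubated overnight, then treated with pinned compounds (dopamine as control) for 90 min at 37 degrees C. DiscoveRx reagent added for 30 - 60 minutes at room temperature; luminescence read.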
D3 antag: antagonists of human D3 dopamine receptor; D3R cells, DiscoveRx beta-arrestin luminescence, antagonist mode; active compounds read low; max response, negative = inhibition, %; P35462; 2.5% of 360,000 active; in the data active = max response below about -50%; inconclusive = no clear call, values can overlap the other calls; note: % is set by controls: 0 for no effect and ±100 for the full control effect; mostly tested at two doses, the higher about 12 µM
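Cells plated overnight at 1500 cells/well, then exposed to library compounds with dopamine controls for 90 minutes at 37 degrees C. DiscoveRx reagent added for 30–60 minutes at room temperature; luminescence read, quantitative HTS format.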
* marks the source's active call; other numbers are inactive results; i = inactive; ? = inconclusive; nt = no result given; & = joins results of further samples; [ ] = another dose, or the depositor's remark. Unless noted, calls come from the whole dose curve; as a rule, active = well fitted curve in the direction sought with a large enough effect; inconclusive = small, poorly fitted or top-dose-only effect, or another doubt; inactive = no such curve, though single readings can be large; an effect the other way counts as inactive or inconclusive. Some of the compounds tested (hit frequency here may not be typical).

SMILES	EPAC2 ag	PTHR1 ag	pAkt inh	Mm-Cpn inhibitor	CCT chaperon mod	EPAC2 antagonist	DRD3 agonist	D3 antag
COc1ccc([C@H]2/C=C\CN(C(=O)C3CCCC3)[C@@H](C)C(=O)N2Cc2ccc(F)cc2)cc1	6%	i	i	nt	-0.9	4%	-20	?
Cc1ccsc1CNC1CCCCC1	6%	i	i	-1%	-3.3	4%	-8	4
CCC(C)[C@H](NC(=O)NCC1CCCO1)C(=O)OC (stereo partly drawn)	9%	-1%[57.5 µM]	nt	5%	-1.3	-1%	1	-15
CCOC(=O)N1CCC(NC(=O)CN2C(=O)COc3ccc(C(C)(C)C)cc32)CC1	4%	i	i	1%	0.4	-1%	2	-14
O=C(Cn1cnc(S(=O)(=O)N2CCCC2)c1)Nc1ccc(OC(F)(F)F)cc1	-2%	22%&0%	i	-2%	2.3	2%	1&0	-5
COc1ccc(CC(NC(C)=O)C(=O)N2CCN(C(=O)Nc3ccc(Cl)cc3)CC2)cc1OC (stereo not drawn)	1%	-11%[57.5 µM]	nt	1%	-0.9	5%	-1	-21
Cc1nc(OCc2ccccc2)c2ccccc2n1	-11%	-19%	i	0%	-1.0	-1%	4	-2
O=C1c2oc3ccccc3c(=O)c2C(c2cccnc2)N1CCCN1CCOCC1 (stereo not drawn)	-6%	i	i	0%	0.7	12%	4	-11
Cc1ccc2nc(-c3ccncc3)cc(-c3ccccc3)c2c1	13%	i	i	1%	-3.5	-13%	57*	24
O=C(/C=C/c1ccccc1)OCC(=O)N1CCCC1	-4%	i	i	-2%	-11	-6%	-1	4
CCn1cnc2c1c(=O)n(CC(=O)OC(C)C(N)=O)c(=O)n2Cc1ccccc1 (stereo not drawn)	4%	10%	i	0%	-8.0	-2%	7	-15
Cc1ccc(-c2cc(=O)c3cc(F)ccc3[nH]2)cc1	3%	-36%[inhibitor]	i	0%	0.4	24%	2	-12
CC(NCc1ccncc1)C12CC3CC(CC(C3)C1)C2 (stereo not drawn)	20%	-14%	i	-1%	-4.4	-1%	1	1
CC(=O)NC1C(=O)N(CC(C)C)c2ccccc21 (stereo not drawn)	-1%	i	nt	-1%	-0.5	9%	0	4
COc1ccc(-c2cc3nc(C)cc(N4CCN(C(=O)c5cccnc5)CC4)n3n2)cc1	-6%	-3%	i	nt	-1.2	-15%	2	19
CCn1ccc(C(=O)NCc2ccc3c(c2)OCO3)n1	5%	0%	i	0%	-0.4	7%	-2	3
Cc1cc(C)n2c(SCc3ccccc3Cl)nnc2n1	-2%	i	i	-1%	1.3	-4%	-5	-1
COc1ccc(CN2C(=O)C(CC(=O)NCCCN(C)C)CC(C(=O)N3CCOCC3)=C2C)cc1 (stereo not drawn)	4%	-1%	i	nt	1.6	-12%	2	37
CCNc1nc(C)nc2c1oc1ccccc12	-5%	i	i	-1%	-2.2	2%	1	-21
Cc1ccc(C(=O)Nc2ccc(S(=O)(=O)N3CCN(C)CC3)cc2)o1	1%	i	i	-2%	-1.1	7%	0	-9
CC(=O)OC1CC[C@@]2(C)C(CCC3C2CC(=O)[C@@]2(C)C3CC3CC(C)=CC(=O)C32)C1 (stereo partly drawn)	3%	-18%	i	1%	1.3	3%	0	-11
COc1ccccc1NC(=O)NCCCl	10%	2%[57.5 µM]	i	0%	-3.0	4%	10	-6
Cc1ccc2cc(CCNC(=O)c3ccc4c(c3)OCO4)c(=O)[nH]c2c1C	6%	-88%[inhibitor]	i	1%	0.3	-2%	3	32
Nc1nnnn1/N=C/c1ccccc1O	2%	-11%	i	nt	-0.2	0%	-18	-2
CC(=O)Nc1ccc(C(=O)N2CCc3cc4c(cc3C2C)OCCCO4)cc1 (stereo not drawn)	7%	-30%	i	1%	-1.9	7%	9	-30

Continued, overlapping the part above by 5 compounds.
SMILES	EPAC2 ag	PTHR1 ag	pAkt inh	Mm-Cpn inhibitor	CCT chaperon mod	EPAC2 antagonist	DRD3 agonist	D3 antag
CC(=O)OC1CC[C@@]2(C)C(CCC3C2CC(=O)[C@@]2(C)C3CC3CC(C)=CC(=O)C32)C1 (stereo partly drawn)	3%	-18%	i	1%	1.3	3%	0	-11
COc1ccccc1NC(=O)NCCCl	10%	2%[57.5 µM]	i	0%	-3.0	4%	10	-6
Cc1ccc2cc(CCNC(=O)c3ccc4c(c3)OCO4)c(=O)[nH]c2c1C	6%	-88%[inhibitor]	i	1%	0.3	-2%	3	32
Nc1nnnn1/N=C/c1ccccc1O	2%	-11%	i	nt	-0.2	0%	-18	-2
CC(=O)Nc1ccc(C(=O)N2CCc3cc4c(cc3C2C)OCCCO4)cc1 (stereo not drawn)	7%	-30%	i	1%	-1.9	7%	9	-30
COc1cc(/C=C2\NC(=S)N(C)C2=O)ccc1OCc1ccccc1F	1%	0%	i	-1%	-0.7	-5%	0	-7
Nc1nonc1-n1nnc(C(=O)N/N=C/c2ccccn2)c1CNc1ccccc1	12%	-3%	i	-1%	-1.6	-11%	-2	-12
Cc1cc(C)cc(CC(=O)N2CCC2(C)C(=O)NS(=O)(=O)c2ccccc2Cl)c1 (stereo not drawn)	4%	0%	i	nt	1.4	-9%	1	26
CCn1ccc(C(=O)NC2=C(C#N)CCC2)n1	0%	i	-115%*	0%	-0.3	2%	2	22
CCNC(=O)CC1SC(=Nc2ccc(C)cc2)NC1=O (stereo not drawn)	-6%	i	i	4%	0.0	4%	9	1
Fc1ccc(Nc2cccc3nccnc23)cc1	9%	-14%	i	0%	1.4	-1%	1	5
O=C(NCc1ccccc1)C(c1ccc(C(F)(F)F)cc1)n1c(=O)c(-c2ccccc2)nc2ccccc21 (stereo not drawn)	12%	-14%	i	nt	nt	24%	-4	6
O=C(COC(=O)c1ccccc1NC(=O)c1ccco1)NCc1ccc2c(c1)OCO2	-84%[inhibitor][15.6 µM]	-13%[57.5 µM]	nt	0%	-2.6	3%	-5	39
Cc1ccc(Nc2cc(C)nc3c(C)ccc([N+](=O)[O-])c23)cc1	7%	i	i	2%	2.8	45µM*	5	12
C/C(N)=C(/C#N)C(=O)COC(=O)COc1ccc(Cl)cc1C	-8%	i	i	2%	-2.3	-11%	1	7
O=C(CS(=O)CC(=O)N(CC(=O)NC1CCCC1)C1CCCC1)Nc1ccc(F)cc1 (stereo not drawn)	7%	-1%[57.5 µM]	nt	3%	-5.3	-4%	-7	-11
O=C(N[C@H]1C/C=C\C[C@H](CC(=O)N(CCO)Cc2ccccc2)C(=O)N[C@@H](c2ccccc2)COC1=O)OCC1c2ccccc2-c2ccccc21	13%	-26%	i	1%	0.7	3%	-20	-3
Cc1sc2ncnc(NCC(c3ccccc3)N(C)C)c2c1C (stereo not drawn)	9%	i	i	-2%	1.1	-7%	-10	?
Cc1ccccc1-n1c(SCc2c(C)noc2C)nnc1-c1ccncc1	4%	i	i	2%	-1.1	-2%	0	-21
CCOc1ccc(C2NC(=O)CCC2[N+](=O)[O-])cc1 (stereo not drawn)	3%	-44%[inhibitor]	i	1%	-1.5	6%	1	-17
Cc1ccc(S(=O)(=O)c2cnc(-c3ccccc3)nc2N2CCCCC2)cc1	13%	-11%	i	-1%	-1.4	-18%	-1	-20
CN(C)c1ccc(CNCCC(Cc2ccccc2)c2ccco2)cc1 (stereo not drawn)	4%	-29%	i	3%[15.4 µM]	-1.4	-3%	-12	7
CNc1nc(SCC(=O)Nc2ccccc2)nc(N2CCOCC2)n1	13%	i	i	-2%	1.2	-1%	0	2
CCOc1ccc(C(=O)Nc2nc3ccccc3[nH]2)cc1OCC	-5%	-19%	i	-1%	-0.1	16%	2	4
O=C(Cc1cccs1)Nc1ccc(F)c(F)c1	-1%	-20%	i	-2%	-1.1	11%	-1	-9
O=S(=O)(NC1CC1)c1ccccc1	-1%	i	i	-5%	0.5	-4%	2	4
COc1ccc(OC)c(CCNC(=O)c2ccc(NC3=NC4CS(=O)(=O)CC4S3)cc2)c1 (stereo not drawn)	10%	i	i	1%	-0.2	-4%	1	7
CN(c1ccccc1)S(=O)(=O)c1cc(C(=O)OCC(N)=O)ccc1Cl	2%	-12%	i	1%	-0.1	-4%	2	-1
Cc1onc(-c2ccccc2)c1C(=O)Nc1cccc(S(=O)(=O)NC2=NCCC2)c1	0%	24%	i	-14%	1.7	-7%	1	10
O=C(CCCCCNC(=O)c1ccccc1)C[N+](=O)[O-]	2%	i	i	3%	-1.5	-1%	-4	0

Following part.
SMILES	EPAC2 ag	PTHR1 ag	pAkt inh	Mm-Cpn inhibitor	CCT chaperon mod	EPAC2 antagonist	DRD3 agonist	D3 antag
Oc1ccccc1C1=NN(c2ccccc2)C(c2ccc(F)cc2)C1 (stereo not drawn)	13%	i	i	-4%	-5.8	1%	15	18
CC(C)n1cc(NC(=O)C2CC(c3cccc(Br)c3)=NO2)cn1 (stereo not drawn)	2%	?	i	1%	1.8	-10%	4	0
COc1ccc(-c2csc3ncnc(N4CCN(c5ccccc5OC)CC4)c23)cc1	19%	i	i	-3%	-2.5	-22%	20	72
COc1ccc(C2CC(c3cccs3)=NN2C(=O)CSc2nnc(N)s2)cc1OC (stereo not drawn)	2%	i	i	1%	-1.6	-9%	4	-10
CCOc1ccc(NS(=O)(=O)c2ccc(-c3cnc(C4CC4)o3)cc2)cc1	13%	-23%	i	0%	0.0	-13%	9	2
O=C(CSc1nncs1)Nc1ccc(N2CCCCC2)cc1	-6%	-28%	i	-6%	-1.3	6%	10	-1
CCn1nccc1C(=O)Nc1ccc(Cl)c(Cl)c1	10%	-74%[inhibitor]	i	1%	2.5	-3%	2	-6
Cc1cc(-c2nc(C)c(C(=O)NNS(=O)(=O)c3ccccc3)s2)no1	4%	i	i	-4%	0.2	4%	1	-7
O=[N+]([O-])c1nn(-c2ccc3c(c2)OCCO3)n(O)c1=NCc1ccc(F)cc1Cl	2%	-8%	i	0%	-0.7	1%	12	2
CCOc1ccccc1-c1nc2c([nH]1)c(=O)n(C)c(=O)n2C	3%	-8%	i	-5%	-0.9	2%	0	-20
CCCCNC(=O)COC(=O)c1cc(Br)ccc1Cl	-2%	i	i	1%	0.3	16%	5	14
O=C(NCc1ccccc1)N1CCC(Cc2ccccc2)CC1	-2%	-15%	i	1%	0.6	12%	6	3
COc1cccc(Nc2nc3ccccc3nc2-n2nc(C)cc2C)c1	10%	-43%[inhibitor]	i	0%	1.2	?	1	32
